Screening results (PubChem)
Coupling enz: qHTS Assay for Inhibitors of Fructose-1,6-bisphosphate Aldolase from Giardia Lamblia: Coupling assay counterscreen; coupling enzyme system counterscreen, AmpLite Red fluorescence; activity change, negative = inhibition, % at 58.2 µM, hits read low; actives 0.67% (n = 290,000); in the data active = activity change below about -30%
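Fluorescence at 525 nm excitation and 598 nm emission measured inhibition of the coupled detection system without aldolase. Compounds (at 57.5 uM final) were preincubated 10 min at room temperature with coupling enzyme reagent before a 20 min substrate/AmpLite Red step.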
Starred values were filed as active, the others as inactive; & = joins results of further samples. % is set by controls: 0 for no effect and ±100 for the full control effect. These rows are one share of the data; the hit share may differ from the screen's.

SMILES	Coupling enz
COCOc1cc(OC)ccc1C(=O)/C=C/c1cccc(C(F)(F)F)c1	2.7
CN(C)Cc1ccccc1-c1cc(NCc2ccccc2)ncn1	2.5
Cc1cnc(CNc2ccnc(-c3ccccc3C(F)(F)F)n2)cn1	0.2
Cc1nc(N2CCOCC2)c2nc(-c3ccccc3)n(CCCN3CCCCC3C)c2n1 (centres undefined)	1.3
COc1ccc2c(=O)cc(-c3ccc(O)cc3)oc2c1	1.2
CN(Cc1ccco1)c1nc(-c2cccc(C#N)c2)nc2ccccc12	0.1
CCOC(=O)C1C(C(=O)OC)=C(CC(C)C)c2ccccc2N1S(=O)(=O)C(F)(F)F (centres undefined)	-2.9
C=C(C)C1CCC(C)C(OC(C)=O)C1 (centres undefined)	-0.5
COc1c(-c2coc3cc4c(cc3c2=O)CC(O)C(C)(C)O4)ccc2c1C=CC(C)(C)O2 (centres undefined)	0.6
C=C1CC2C(=O)N(Cc3ccccc3)C(C(=O)O)C1N2C(=O)OC(C)(C)C (centres undefined)	2.6
CC(C)Cn1nnnc1S(=O)(=O)Cc1cccc(C#N)c1	1.0
CCOC(=O)C1=C(C)NC(C)=C(C(=O)OC)[C@H]1c1cccc([N+](=O)[O-])c1	-0.2
CC(C)[C@@H](CC(=O)N[C@@H]1CCNC[C@H]1C(=O)N[C@H](CC(=O)N[C@@H](CCC(=O)O)CC(=O)O)Cc1c[nH]c2ccccc12)NC(=O)C[C@H](CO)NC(=O)[C@@H]1CCCC[C@H]1N	1.6
COc1cccc(Cn2c(=O)c(C)nc3cnc(N(C)C)nc32)c1	1.7
N#CCCn1c(=O)c(-c2cccs2)nc2cnc(N3CCNCC3)nc21	-1.0
O=C(Nc1ncnc2c1ncn2[C@@H]1O[C@@H]2COP(=O)(O)O[C@H]2[C@H]1O)c1ccccc1	-1.3
COCC(=O)N1CCC2(CCCN(Cc3nccs3)C2)CC1	-1.1
COc1cc(OC)cc(-c2nnc3n2N=C(c2ccc(OC)cc2OC)CS3)c1	-1.5
CN(C(=O)c1ccc(OCC=C(c2ccccc2)c2ccccc2)cc1)c1ccccc1I	-1.9
COCC(=O)N1CCC[C@@]2(CCN(Cc3ccccc3)C2)C1	0.6
C[C@@H]1C[C@H](OC(=O)c2ccccc2O)CC(C)(C)C1	1.8
CN(C)Cc1ccccc1-c1cc(NC2CC2)ncn1	4.6
Cc1cc(C)cc(/C=C/C2OCC(O)C2Oc2ccc(C3CCCC3)cc2)c1 (centres undefined)	0.3&0.9
C=CCC(O)(C#Cc1ccccc1)c1ccccc1 (centres undefined)	8.5
Nc1[nH]nc2nc3ccccc3nc12	1.7

Further entries.
SMILES	Coupling enz
CCCNC(=O)OC[C@@H]1O[C@H](CCO/N=C(\C)CCN2CCCc3nc(C)c(C)cc32)C=C[C@@H]1Oc1ccc(OC)cc1	2.5
C=CCC1(c2ccccc2)Oc2ccc(C)cc2-c2nc3cc(Cl)c(Cl)cc3nc21 (centres undefined)	0.8
Cc1ccc(SCC(c2ccccc2)N2CCN(C)CCC2=O)cc1 (centres undefined)	3.6
COC(=O)[C@@]1(C)CCC[C@@]2(C)c3ccc(O)c(C(C)C)c3CCC21 (some centres undefined)	-6.1
COc1ccc(CNc2ccnc(-c3ccccc3Cl)n2)c(OC)c1	-2.2
COc1cc2nccc(Oc3ccc(NC(=O)Nc4ccc(F)cc4F)c(F)c3)c2cc1OC	0.0
CCNc1ncc2nc(-c3ccccc3)c(=O)n(C[C@H]3CCCO3)c2n1	-2.9
CO[C@H]1COC(=O)[C@H](C)NC(=O)C/C=C\[C@@H](C)[C@@H](NS(=O)(=O)c2ccc(C)cc2)COC(=O)C/C=C\[C@@H]1C	0.9
N=C(N)S/C=C\C(=O)O	0.6
CC(=O)OC[C@H]1O[C@@H](O/N=C(\C)CCN2CCc3nc(-c4ccccc4)c(-c4ccccc4)cc3C2)[C@H](OC(C)=O)[C@@H](OC(C)=O)[C@H]1OC(C)=O	0.9
C=CCN1c2ccccc2[C@]23C[C@@H](C(=O)OC)N(S(=O)(=O)c4cccs4)C2=NC(C(=O)OC)=C(C(=O)OC)[C@H]13	0.1
COC(=O)[C@@]1(Cc2ccc(F)cc2)[C@@H]2C(=CC(=O)[C@H]2CC(=O)C(=O)N(C)C)CN1C(=O)c1ccccc1	-2.8
CCCC[C@@H](C=O)NC(=O)[C@H](CC(C)C)NC(=O)[C@H](CC(C)C)NC(C)=O	0.5
CCOC(=O)N1CCN(/[N+]([O-])=N/Oc2ccc([N+](=O)[O-])cc2[N+](=O)[O-])CC1	3.9&3.3
COC(=O)CN=C1OC(=O)N2C(=O)C3=C4C(C[C@H]5C(=O)N(c6ccccc6)C(=O)[C@H]5[C@H]4[C@@]12Cc1ccccc1)[C@H]1C(=O)N(c2ccccc2)C(=O)[C@H]1[C@H]3C (some centres undefined)	3.2
O=C(O)/C=C/c1cccc(B(O)O)c1	-1.0
COC(=O)C1=C(C(=O)OC)[C@@H]2N(C)c3ccccc3[C@@]23C[C@@H](C(=O)OC)N(S(=O)(=O)c2ccc(OC)cc2)C3=N1	-1.5
Cc1cc2c(cc1Cl)C(c1ccccc1C)CC(=O)O2 (centres undefined)	-0.8
COc1ccc(-c2nc3c(c4c2C[C@H](c2ccccc2)OC4)CN(S(=O)(=O)c2ccc(C#N)cc2)CC3)c(C)c1	2.8
c1ncc(CCCC2CCNCC2)[nH]1	-0.4
CCCCC/C=C\C/C=C\C/C=C\C/C=C\CCCC(=O)O[C@@H](CO)COC(=O)CCCCCCCCCCCCCCCCC	0.3
Nc1ncnc2c1nc(Cl)n2C1OC(CO)C(O)C1O (centres undefined)	-3.3
O=c1cnc2cnc(OCc3ccccc3)nc2n1Cc1ccc(F)cc1	6.7
C=CCCCCCCCCCCCc1ccco1	6.3
O=C(O)CCC[C@H](O)\C=C/C=C/C=C/[C@H](O)C/C=C\CCCCCO	2.7

Random excerpt: six entries already listed, in no set order.
SMILES	Coupling enz
COc1ccc(-c2nc3c(c4c2C[C@H](c2ccccc2)OC4)CN(S(=O)(=O)c2ccc(C#N)cc2)CC3)c(C)c1	2.8
N=C(N)S/C=C\C(=O)O	0.6
CCCCC/C=C\C/C=C\C/C=C\C/C=C\CCCC(=O)O[C@@H](CO)COC(=O)CCCCCCCCCCCCCCCCC	0.3
CCNc1ncc2nc(-c3ccccc3)c(=O)n(C[C@H]3CCCO3)c2n1	-2.9
COc1ccc(CNc2ccnc(-c3ccccc3Cl)n2)c(OC)c1	-2.2
O=C(O)/C=C/c1cccc(B(O)O)c1	-1.0

(further entries)
SMILES	Coupling enz
COC(=O)N1C2CC3(C)C=C(C)OC1(C)C3c1ccccc12 (centres undefined)	-1.3
CC[C@H](C)[C@H](NC(=O)[C@H](Cc1ccc(O)cc1)NC(=O)[C@@H](NC(=O)[C@H](CCCN=C(N)N)NC(=O)[C@@H](N)CC(=O)O)C(C)C)C(=O)N[C@@H](Cc1ccc(N)cc1)C(=O)N1CCC[C@H]1C(=O)N[C@@H](Cc1ccccc1)C(=O)O	-0.4
CS(=O)(=O)Nc1cccc(-c2nccc(NCc3ccccc3)n2)c1	-3.2
CCn1c(=O)n(C2=C(CO)CN(CC3CCCCCCC3)CC2)c2ccccc21	1.9
CCCNc1nc(C#N)nc(Nc2ccccc2)n1	0.2
CCOC(=O)C1=C(C)NC(=S)NC1c1cccc(O)c1 (centres undefined)	1.9&1.5&2.5
CC(C)CCN1CCc2nc(COc3ccccc3)c3c(c2C1)COC(C)C3 (centres undefined)	-1.0
O=S(=O)(c1ccccc1)N1CCC[C@@]2(CCN(Cc3cc(C(F)(F)F)cc(C(F)(F)F)c3)C2)C1	-6.5
CS(=O)(=O)N1CCC2(CCCN(Cc3ccccc3)C2)CC1	-0.2
COC(=O)C/C=C\[C@@H](C)[C@@H](/C=N\O[C@@H](C)c1cn([C@H]2COC[C@H]2O)nn1)OC	-0.2
O=C1C=C[C@@H](O)[C@H]2[C@@H]3C(=O)N(Cc4ccc5c(c4)OCO5)C(=O)[C@@H]3CC[C@H]12	-0.5
NC(=O)c1ccc2nc(-c3ccc(Oc4ccc(Cl)cc4)cc3)[nH]c2c1	-5.1
COCC(=O)N1CCC2(CC1)CCN(C(=O)Nc1cccc(C#N)c1)CC2	-1.3
COc1ccccc1CNc1nc(-c2ccoc2)nc2ccccc12	4.1
Cn1cc(-c2nc3cnc(N4CCNCC4)nc3n(CCc3ccccc3)c2=O)c2ccccc21	-0.2
c1ccc(CN2CCC3(CCc4ccccc43)CC2)cc1	-3.3
NCC(=O)N[C@@H](CCCN=C(N)N)C(=O)NCC(=O)N[C@@H](CC(=O)O)C(=O)N[C@@H](CO)C(=O)O	0.1
O[C@@H]1[C@@H]2c3cc4c(cc3CN3CCC(=C[C@@H]1O)[C@H]23)OCO4	-0.1
COc1cc(C(=O)O[C@@H]2CC3CC[C@]2(C)C3(C)C)ccc1O	-2.4
C=CCCCCCCCCCCCC(O)CC(O)COC(C)=O (centres undefined) (tested in a mixture with another compound)	0.9
CCNc1ncc2nc(-c3ccccc3)c(=O)n(C)c2n1	3.0
CCCCCCCCCCCCC/C=C/C(O)C(COP(=O)(O)OCCN)NC(=O)CCCCCCCCCCCCCCCCC (centres undefined)	1.1
CC1CC=CC2C1C(=O)N(Cc1ccccc1)C2c1ccc(F)c(/C=C/c2ccccc2)c1 (centres undefined)	-0.3
CN(C)c1nc(N)c(C(=O)Nc2cccnc2)nc1Cl	-8.7
CC(=O)OC1CC2C(C)(C)C(O)C=C[C@@]2(C)C2CC[C@@]3(C)C(c4ccoc4)OC(=O)C4OC43[C@]12C (some centres undefined)	1.6

Additional compounds
SMILES	Coupling enz
O=C(Nc1cccc(F)c1)N1CCCC2(CCNCC2)C1	3.4
COc1ccccc1CCn1c(=O)c(-c2cn(C)c3ccccc23)nc2cncnc21	-3.3
C=C(C)[C@H]1CC[C@]2(CO)CC[C@]3(C)[C@@H](CC[C@H]4[C@@]5(C)CC[C@@H](O)C(C)(C)[C@@H]5CC[C@@]43C)[C@H]12	0.8
CC(=O)OC[C@@H]1O[C@H](C/C=N\O[C@@H]2O[C@H](COC(C)=O)[C@@H](OC(C)=O)[C@H](OC(C)=O)[C@H]2OC(C)=O)C=C[C@@H]1OC(C)=O	2.6
CC(=O)OC[C@@H]1O[C@H](C/C=N\O[C@@H](C)CN2CCCCc3nc(C)c(C)cc32)C=C[C@@H]1OC(C)=O	3.4
Oc1ccc(-c2c(-c3ccccc3)nn3c(C(F)(F)F)cc(C(F)(F)F)nc23)cc1	0.2
COc1ccccc1CN1CC[C@@]2(CCCN(C(=O)c3ccco3)C2)C1	5.2
CC(=O)OC[C@@H]1O[C@@H](O/N=C2/C[C@@H](O)[C@@H](O)[C@@H]3[C@@H]4C(=O)N(C(C)(C)C)C(=O)[C@H]4CC[C@@H]23)[C@H](OC(C)=O)[C@H](OC(C)=O)[C@@H]1OC(C)=O	1.0
COc1ccc2[nH]cc(CCNc3ncncc3-c3ccccc3C(F)(F)F)c2c1	-3.2
CC[C@H](C)[C@H](NC(=O)[C@@H](NC(=O)CNC(=O)[C@@H](N)CC(C)C)[C@@H](C)O)C(=O)N1CCC[C@H]1C(=O)NCC(=O)O	-2.7
O=Cc1ccc(B(O)O)cc1	1.7
C/C=C(\C)C(=O)O[C@H]1CC(C)=C2C(=O)C=C(C)C2[C@@H]2OC(=O)[C@@](C)(OC(=O)C=C(C)C)C21 (some centres undefined)	0.0
COc1ccc2c(c1)OCC(Cc1ccc(OC)c(O)c1)C2=O (centres undefined)	1.1
COC(=O)NC(c1ccco1)[C@]1(C(C)=O)CCCC1=O (some centres undefined)	-0.3
CC1CCC2C(=O)N3C(CCC(C)[C@H]3c3ccccc3Br)C(=O)N2C1c1ccccc1Br (some centres undefined)	7.3
COc1cccc(CS(=O)(=O)c2nnnn2CC(C)C)c1	0.9
CCOC(=O)c1c(C)[nH]c2ccc3c(c12)CN1CCc2cc(OC)ccc2[C@@H]1O3	0.3
C=CCOC(=O)N[C@H](c1ccccc1)C(C(C)=O)C(C)=O	9.9
CN(C)c1ncnc2ccc(-c3cccc(C#N)c3)cc12	7.9
COC(=O)N1CCC2(CC1)CCN(c1cccc(-c3ccccc3)c1)CC2	-0.1
O=C(c1ccncc1)N1CCC2(CCCN(Cc3nccs3)C2)CC1	1.0
CC(=O)OC[C@@H]1O[C@@H](O/N=C2/C[C@@H](O)[C@@H](O)[C@@H]3[C@@H]4C(=O)N([C@@H](C)c5ccccc5)C(=O)[C@H]4CC[C@H]23)[C@H](OC(C)=O)[C@H](OC(C)=O)[C@@H]1OC(C)=O	1.4
COc1ccccc1C1=Nn2c(nnc2-c2ccccc2O)SC1	0.6
CC(C)=NO[C@@H](C)CN1CCCc2nc(C)c(C)cc21	-1.5
COc1cc(OC)c2c(=O)c(-c3ccccc3)coc2c1	-5.5
CC(C)C[C@@H](CC(=O)N[C@@H](CCCN)CC(=O)N[C@@H]1CCNC[C@H]1C(=O)N[C@H](CC(=O)N[C@@H](CCC(=O)O)CC(=O)O)Cc1ccccc1)NC(=O)[C@@H]1CNCC[C@H]1N	-6.2

Ordered by count of non-hydrogen atoms (lowest first): 3 of the compounds above
SMILES	Coupling enz
COc1ccc2[nH]cc(CCNc3ncncc3-c3ccccc3C(F)(F)F)c2c1	-3.2
CC1CCC2C(=O)N3C(CCC(C)[C@H]3c3ccccc3Br)C(=O)N2C1c1ccccc1Br (some centres undefined)	7.3
CC(=O)OC[C@@H]1O[C@H](C/C=N\O[C@@H]2O[C@H](COC(C)=O)[C@@H](OC(C)=O)[C@H](OC(C)=O)[C@H]2OC(C)=O)C=C[C@@H]1OC(C)=O	2.6
